# CHRM4 antagonist = human M4 muscarinic receptor antagonists, primary screen, CHO cells, Fluo-8 calcium fluorescence | 360,000 compounds, 0.73% hits | AID 624125, 2012 | inhibition, % at 3 µM | Muscarinic acetylcholine receptor M4 (Homo sapiens), P08173 | CHO-hM4 cells, ACh EC80;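 active = inhibition above its plate's cutoff, the mean inhibition of sample wells plus 3 SD, cut at about 27% in these data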;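 note: 0% = acetylcholine EC80 with DMSO and 100% = DMSO without agonist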
# Target sequence (P08173 whole entry, looked up): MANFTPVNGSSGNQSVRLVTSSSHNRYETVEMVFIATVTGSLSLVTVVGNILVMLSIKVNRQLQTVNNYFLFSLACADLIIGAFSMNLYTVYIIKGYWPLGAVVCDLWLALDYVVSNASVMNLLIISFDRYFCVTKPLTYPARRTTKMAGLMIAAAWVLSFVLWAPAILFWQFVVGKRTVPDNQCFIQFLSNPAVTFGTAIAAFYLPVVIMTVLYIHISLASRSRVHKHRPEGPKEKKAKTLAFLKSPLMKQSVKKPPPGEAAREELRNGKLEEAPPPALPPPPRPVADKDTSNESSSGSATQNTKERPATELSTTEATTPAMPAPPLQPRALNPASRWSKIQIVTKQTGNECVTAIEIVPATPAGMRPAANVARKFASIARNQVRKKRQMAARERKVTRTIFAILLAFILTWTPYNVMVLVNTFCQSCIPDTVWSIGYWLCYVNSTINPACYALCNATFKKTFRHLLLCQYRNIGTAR
# M5 antag = human M5 muscarinic receptor antagonists, primary screen, CHO cells, Fluo-8 calcium fluorescence; Muscarinic acetylcholine receptor M5 (Homo sapiens), P08912; CHO-hM5 cells, ACh EC80; inhibition, % at 3 µM; 360,000 compounds, 0.59% hits; AID 624040, 2012;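 active = inhibition above a per-plate cutoff, the mean of that plate's test compounds plus 3 SD, cut at about 27% in these data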;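 note: 0% = acetylcholine EC80 with DMSO and 100% = DMSO without agonist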
# Target sequence (P08912 whole entry, looked up): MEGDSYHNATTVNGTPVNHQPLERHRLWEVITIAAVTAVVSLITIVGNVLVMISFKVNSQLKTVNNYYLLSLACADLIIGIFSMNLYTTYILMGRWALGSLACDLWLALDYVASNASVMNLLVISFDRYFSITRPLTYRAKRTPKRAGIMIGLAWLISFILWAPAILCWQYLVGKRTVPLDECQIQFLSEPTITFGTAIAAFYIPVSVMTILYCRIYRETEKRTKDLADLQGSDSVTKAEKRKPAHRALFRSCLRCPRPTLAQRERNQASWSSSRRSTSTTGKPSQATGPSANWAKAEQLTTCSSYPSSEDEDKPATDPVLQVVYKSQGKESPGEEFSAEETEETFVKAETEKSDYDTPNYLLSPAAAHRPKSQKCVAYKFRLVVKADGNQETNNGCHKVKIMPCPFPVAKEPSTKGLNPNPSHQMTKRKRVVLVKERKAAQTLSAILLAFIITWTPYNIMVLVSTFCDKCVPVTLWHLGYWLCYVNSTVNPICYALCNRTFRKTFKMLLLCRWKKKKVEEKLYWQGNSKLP
# CHRM4 PAM = human M4 muscarinic receptor positive allosteric modulators, primary screen, CHO-K1 cells, Fluo-8 calcium fluorescence. activation, % at 3 µM. 360,000 compounds, 0.4% hits. AID 624126, 2012. CHO-K1 hM4/Gqi5, ACh EC20; 0% = ACh EC20, 100% = maximal ACh. Muscarinic acetylcholine receptor M4 (Homo sapiens), P08173;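 active = activation above its plate's cutoff, the mean activation of sample wells plus 3 SD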; note: some results filed as inactive read as strong as hits
# CHRM4 agonist = human M4 muscarinic receptor agonists, primary screen, CHO-K1 cells, Fluo-8 calcium fluorescence; CHO-K1 hM4/Gqi5; vehicle 0%, full acetylcholine response 100%; AID 624127, 2012; activation, % at 3 µM; Muscarinic acetylcholine receptor M4 (Homo sapiens), P08173; 360,000 compounds, 0.14% hits;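 active = activation above the run mean over all test wells plus 3 SD, cut at about 32% in these data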;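 note: peak over basal fluorescence ratio per well then scaled between controls; 0% = DMSO wells and 100% = acetylcholine at EC100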
# CHRM5 agonist = human M5 muscarinic receptor agonists, primary screen, CHO-K1 cells, Fluo-8 calcium fluorescence; Muscarinic acetylcholine receptor M5 (Homo sapiens), P08912; CHO-K1 hM5 cells; 0% DMSO wells, 100% maximal acetylcholine response; activation, % at 3 µM; 360,000 compounds, 0.19% hits;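 active = activation above the run's mean over test compounds plus 3 SD, cut at about 23% in these data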;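 note: signal is peak over basal fluorescence ratio across the kinetic read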
# CHRM1 PAM = human M1 muscarinic receptor positive allosteric modulators, primary screen, CHO-K1 cells, Fluo-8 calcium fluorescence, 1536-well; activation, % at 3 µM; CHO-K1 hM1, ACh EC20; 0% = ACh EC20, 100% = maximal ACh; Muscarinic acetylcholine receptor M1 (Homo sapiens), P11229; 360,000 compounds, 0.088% hits; in the data active = activation above about 19%, passing the limit was not always enough
# M1 antag = human M1 muscarinic receptor antagonists, primary screen, CHO-K1 cells, Fluo-8 calcium fluorescence, 1536-well; 360,000 compounds, 1.3% hits; CHO-K1 hM1, ACh EC80 antagonist; inhibition, % at 3 µM; Muscarinic acetylcholine receptor M1 (Homo sapiens), P11229;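 active = percent inhibition above its own plate's cutoff, namely the mean of that plate's compound wells plus 3 SD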;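 note: peak over basal fluorescence ratio during 140 s after agonist addition; 0% = ACh EC80 plus DMSO and 100% = DMSO alone without agonist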
# M5 PAM = human M5 muscarinic receptor positive allosteric modulators, primary screen, CHO-K1 cells, Fluo-8 calcium fluorescence. activation, % at 3 µM. CHO-K1 hM5, ACh EC20 PAM; 0% = ACh EC20, 100% = ACh EC100. Muscarinic acetylcholine receptor M5 (Homo sapiens), P08912. 360,000 compounds, 0.3% hits;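 active = activation above the run cutoff, the mean activation of all test compounds plus 3 SD, cut at about 18% in these data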
#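 System: CHO-K1 hM5 cells. Reagent: acetylcholine, EC20 level. Compound dosing: single dose, 3 µM nominal final test concentration. Timing: Post-acetylcholine fluorescence recording 140 s. Detection: Fluo-8 calcium fluorescence. Read-out: % activation, ACh-normalized. Benchmarks: ACh EC20 and EC100 wells. Repeats: singlicate, one well per test compound.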
# CRFR2-BP ag = agonists of CRF-BP/CRF-R2 complex, primary screen, cell-based, HEK293, calcium dye fluorescence, uHTS. activation, % at 13.2 µM. CRF-binding protein / CRF receptor 2 complex (human). 350,000 compounds, 0.46% hits. calcium dye fluorescence (FLIPR); percent of saturating CRF peptide response;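 active = activation of at least 50%, plus an integration ratio under a set limit after plate pattern correction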;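 note: plate controls were neutral control wells without compound for no effect and CRF at EC100 for full effect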
# * marks the source's active call; other numbers are inactive results; / = not tested or not shown.
SMILES,CHRM4 antagonist,M5 antag,CHRM4 PAM,CHRM4 agonist,CHRM5 agonist,CHRM1 PAM,M1 antag,M5 PAM,CRFR2-BP ag
CCN(C(=O)CSc1nnc(-c2cccs2)o1)C1CCS(=O)(=O)C1 (stereo unspecified),3,4,12,2,2,18,-16,4,0.5
CS(=O)(=O)N1CCC(C(=O)Nc2ccc(Cl)cc2Cl)CC1,0,6,2,0,0,7,-9,0,-1.3
O=C(Nc1ccccn1)c1ccco1,6,-5,0,0,1,10,-13,0,0.3
S=c1nccc(-c2ccc(Cl)cc2)[nH]1,2,-5,1,0,2,9,-14,9,-1.1
CCOC(=O)[C@]12CCC=C1N(Cc1ccco1)C(=O)[C@H](CC(=O)NCC1CCCCC1)C2,8,-1,1,0,0,/,/,1,/
CN1C[C@@H]2[C@@H]3C(=O)N(Cc4ccccc4)C(=O)[C@@H]3[C@](Cc3ccccc3)(C1=O)N2C(=O)c1ccc(Br)cc1,-2,2,1,9,8,3,4,4,6.0
CC(C)c1cccc(-c2csc(C(C)(O)c3ccccc3)n2)c1 (stereo unspecified),-12,-5,6,-1,-1,0,-16,-5,/
CCOC(=O)CC1C(=O)NCCN1S(=O)(=O)c1ccc(Cl)cc1Cl (stereo unspecified),-8,-2,2,1,-2,5,-7,-1,-0.3
CCc1ccccc1NC(=O)CNC(=O)CSC(=S)N1CCCC1,-8,-3,10,0,1,13,-14,6,-0.8
N#Cc1cc2ccccc2nc1SCC(=O)Nc1ccc(S(=O)(=O)N2CCCC2)cc1,14,2,-8,6,1,-3,1,-12,10.0
CCNC(=O)C1(C)CCN1C(=O)CCc1cccc(Cl)c1 (stereo unspecified),4,12,-2,0,2,5,-4,-4,/
COC(=O)C1=C(C)N(Cc2ccccc2)C(=NCc2ccc3c(c2)OCO3)N[C@H]1c1ccccc1,6,5,-3,2,-7,-7,7,-2,1.6
Cc1ccc2occ(CN3CCN(c4ccccc4)CC3)c(=O)c2c1,8,-1,-11,-1,-3,-11,14,-5,-2.0
COc1cc(Cl)ccc1OCc1cc(C(=O)N(C)Cc2cn(C)nc2C)no1,7,7,-3,2,-2,0,2,-1,-0.9
Cc1nc2ncccn2c1-c1csc(Nc2ccc(S(N)(=O)=O)cc2)n1,5,0,-2,-1,1,6,-11,-3,-2.1
O=C(NCc1ccc(Cl)cc1)C(=O)NCC(c1cccnc1)N1CCN(c2ccc(F)cc2)CC1 (stereo unspecified),-11,-5,-2,2,-1,5,-9,-4,0.6
COc1ccc(CC(=O)NNc2ncnc3c2cnn3C)cc1,3,-3,1,1,-3,3,0,0,-0.2
O=Cc1ccc(OC(=O)C2CC(=O)N(c3ccc(F)cc3)C2)cc1 (stereo unspecified),1,0,8,2,-3,6,2,0,1.5
CC(C)N(c1nnc(N)s1)C(C)C,-3,-4,0,0,-5,5,-8,1,-3.0
N#Cc1c(SCC(=O)Nc2nncs2)sc2c(O)cc(=O)[nH]c12,15,6,1,1,-1,-1,5,1,4.5
O=C1NN(c2ccc(F)cc2)C(=O)/C1=C/c1cccs1,2,-4,4,3,11,12,-12,9,4.5
COc1ccccc1NS(=O)(=O)c1cccc(NC(=S)NCCN2CCOCC2)c1,4,3,1,2,-1,-6,8,1,2.5
Cc1cccc(OCCOC(=O)CN2C(=O)NC3(CCCC3)C2=O)c1,-29,2,-2,3,-1,3,-11,-5,0.1
Cc1noc(C)c1C(=O)OC(C)C(=O)N1CCc2ccccc21 (stereo unspecified),-3,0,4,2,4,13,-10,-1,-0.4
Cc1sc2nc(CN3CCOCC3)nc(NCCc3ccccc3)c2c1C,9,0,-9,4,-1,5,-4,-10,-4.4
CC(C)c1ccc(S(=O)(=O)N2CCC(C(=O)NCc3ccco3)CC2)cc1,-5,7,3,2,1,4,-4,-6,-1.2
CC1(C)CC(NC(=O)C2CCCCC2C(=O)O)CC(C)(C)N1 (stereo unspecified),18,-1,4,0,-1,9,-4,-7,0.1
NC(=O)c1ncn([C@@H]2O[C@H](CNC(=O)[C@H](N)CSCc3ccccc3)[C@@H](O)[C@H]2O)n1,12,7,-4,-1,-1,-7,15,-2,0.2
COc1cc(C2Nc3c(F)cccc3C3C=CCC32)cc(Br)c1OC (stereo unspecified),11,9,-1,-1,0,-5,9,2,4.9
CN1CCN(c2nc3c(c(=O)[nH]c(=O)n3C)n2CCOc2ccccc2)CC1,3,3,-2,1,-2,-1,1,-8,-1.4

# Complete entries from above.
# Profile of `COc1ccccc1NS(=O)(=O)c1cccc(NC(=S)NCCN2CCOCC2)c1` = CHRM4 antagonist: 4; M5 antag: 3; CHRM4 PAM: 1; CHRM4 agonist: 2; CHRM5 agonist: -1; CHRM1 PAM: -6; M1 antag: 8; M5 PAM: 1; CRFR2-BP ag: 2.5
# Profile of `O=C1NN(c2ccc(F)cc2)C(=O)/C1=C/c1cccs1` = CHRM4 antagonist: 2; M5 antag: -4; CHRM4 PAM: 4; CHRM4 agonist: 3; CHRM5 agonist: 11; CHRM1 PAM: 12; M1 antag: -12; M5 PAM: 9; CRFR2-BP ag: 4.5
# Profile of `O=Cc1ccc(OC(=O)C2CC(=O)N(c3ccc(F)cc3)C2)cc1` (stereo unspecified) = CHRM4 antagonist: 1; M5 antag: 0; CHRM4 PAM: 8; CHRM4 agonist: 2; CHRM5 agonist: -3; CHRM1 PAM: 6; M1 antag: 2; M5 PAM: 0; CRFR2-BP ag: 1.5

# Carrying on:
SMILES,CHRM4 antagonist,M5 antag,CHRM4 PAM,CHRM4 agonist,CHRM5 agonist,CHRM1 PAM,M1 antag,M5 PAM,CRFR2-BP ag
Cc1ccc(NCc2ccccc2OCc2ccccc2F)cc1,-3,7,-7,-2,-6,-2,9,-9,0.0
COCOc1cc(O)c(C(=O)/C=C/c2ccccc2)c(OCOC)c1,-20,5,15,1,2,0,-2,-1,0.5
Cc1cc(NO)c(C(C)C)cc1N=O,3,-1,-4,8,4,-1,9,-3,-1.7
CC(=O)Nc1cccc(NC(=O)C2CCCN2C(=O)Nc2cccc(C)c2)c1 (stereo unspecified),10,2,3,3,1,-1,-4,2,-1.4
O=C(N/N=C/c1cc(Br)c(Br)o1)C(O)c1ccccc1 (stereo unspecified),3,7,-1,0,-2,5,-7,-6,1.3
O=C(N[C@H]1C/C=C\C[C@H](CC(=O)N(CCO)Cc2ccccc2)C(=O)NC[C@H](c2ccccc2)OC1=O)OCC1c2ccccc2-c2ccccc21,-12,-9,11,1,0,12,-15,6,-1.7
CCCCCCCN(C(=O)CCl)c1cccc(C)c1,1,-4,-6,0,-1,2,-6,-1,0.3
COc1ccc(N2C(=O)c3cccc4cc(Br)cc(c34)C2=O)cc1,-1,3,7,0,-2,4,-2,-5,0.8
N#Cc1c(NC(=O)CSc2n[nH]c(Cc3ccccc3)n2)oc(-c2ccccc2)c1-c1ccccc1,3,4,7,0,-1,-8,9,-2,0.3
CN(CCCCCC(=O)/C=N/O)Cc1ccccc1,5,6,5,1,-6,9,-1,-1,-4.2
O=C(NC1CCc2ccccc21)c1cc(COc2c(F)cccc2F)on1 (stereo unspecified),-11,2,7,0,-10,-4,-5,1,-1.3
Cn1c(=O)[nH]c(=O)c2c1nc(NC1CCCCC1)n2Cc1ccccc1,-1,-1,6,-1,-5,-1,-12,8,-3.0
Cc1oc(-c2ccc(Cl)cc2)nc1CS(=O)CC(=O)NCCCN1CC(C)CC(C)C1 (stereo unspecified),2,0,-1,1,-8,-13,24,0,-1.0
CN1CCN(c2ccc(S(=O)(=O)N3CCCCC3)cc2NC(=O)Cc2ccccc2F)CC1,-3,-6,-3,3,-1,11,-4,1,-1.0
O=C(CCCN1C(=O)/C(=C\c2cccs2)SC1=S)NNC(=O)c1cccnc1,-9,-3,1,5,-8,12,-4,-11,-2.2
COc1ccc(/C=N/n2cnn(Cc3ccccc3Cl)c2=S)cc1OC,-10,-12,19,4,-2,9,0,6,-2.5
CC(=O)N(C)N(C)c1cc(C)nc(N)n1,0,-8,-8,0,-4,9,-13,14,0.3
COCCCNC(=O)CC[C@H]1O[C@@H](n2cnc3c(NC(=O)c4ccccc4)ncnc32)[C@H](O)[C@@H]1O,5,3,0,1,8,-1,-21,-1,/
O=C(COc1ccc(Br)cc1Cl)NC(=O)NC1CCCC1,-2,-2,4,0,-2,-8,3,4,-0.1
Cc1cc(C)c(C)c(C(=O)CSc2nnc(-c3ccc4[nH]c(C)c(C)c4c3)o2)c1C,-3,11,-4,5,-2,-3,16,-6,2.5
CCNC(=S)Nc1cccc(S(=O)(=O)Nc2ccccc2OC)c1,-11,-5,0,5,5,11,-15,7,2.0
COCCNC(=S)N/N=C/c1ccc(-c2ccc([N+](=O)[O-])cc2)o1,-4,12,-20,11,17,-5,8,-15,70*
COc1cc2c(cc1OC)C(COc1ccc3c(C)cc(=O)oc3c1)N(C(=O)c1ccco1)CC2 (stereo unspecified),7,1,-8,10,1,-5,7,-6,0.1
CCOC(=O)CN(Cc1sccc1C)C(=O)Nc1ccc(OCC)cc1,12,3,-2,1,-2,5,-9,-1,0.6
Cc1nn(C)c(C)c1CN(Cc1nc(-c2cc(F)ccc2F)oc1C)C1CC1,-2,12,-2,16,2,0,1,-16,-1.8

# Among those listed so far, five have bromine.
SMILES,CHRM4 antagonist,M5 antag,CHRM4 PAM,CHRM4 agonist,CHRM5 agonist,CHRM1 PAM,M1 antag,M5 PAM,CRFR2-BP ag
CN1C[C@@H]2[C@@H]3C(=O)N(Cc4ccccc4)C(=O)[C@@H]3[C@](Cc3ccccc3)(C1=O)N2C(=O)c1ccc(Br)cc1,-2,2,1,9,8,3,4,4,6.0
COc1cc(C2Nc3c(F)cccc3C3C=CCC32)cc(Br)c1OC (stereo unspecified),11,9,-1,-1,0,-5,9,2,4.9
O=C(N/N=C/c1cc(Br)c(Br)o1)C(O)c1ccccc1 (stereo unspecified),3,7,-1,0,-2,5,-7,-6,1.3
COc1ccc(N2C(=O)c3cccc4cc(Br)cc(c34)C2=O)cc1,-1,3,7,0,-2,4,-2,-5,0.8
O=C(COc1ccc(Br)cc1Cl)NC(=O)NC1CCCC1,-2,-2,4,0,-2,-8,3,4,-0.1

# From PubChem
